Screening data as filed in PubChem.
Vif inh: inhibitors of HIV Vif; HEK293T cells, Vif self-association by quenched fluorescence, imaging, 24 h; inhibition, % at 7.49 µM; actives 0.35% (n = 340,000); AID 602346; in the data active = inhibition above about 50%, passing the limit was not always enough; also: some results filed as inactive read as strong as hits
NR2E3 ag-1: agonists of human nuclear receptor NR2E3; Q9Y5X4; GST-NR2E3/biotin-RetCOR TR-FRET, 1536-well; inhibition of corepressor binding, % at 4.78 µM; actives 0.12% (n = 320,000); AID 2300;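 active = percent inhibition above the cutoff of mean plus 3 SD of all tested compounds, set per screening campaign, cut at about 20% in these data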;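 also: 0% = DMSO wells and 100% = biotin wells as full block of FRET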
Target sequence (Q9Y5X4 whole entry, looked up): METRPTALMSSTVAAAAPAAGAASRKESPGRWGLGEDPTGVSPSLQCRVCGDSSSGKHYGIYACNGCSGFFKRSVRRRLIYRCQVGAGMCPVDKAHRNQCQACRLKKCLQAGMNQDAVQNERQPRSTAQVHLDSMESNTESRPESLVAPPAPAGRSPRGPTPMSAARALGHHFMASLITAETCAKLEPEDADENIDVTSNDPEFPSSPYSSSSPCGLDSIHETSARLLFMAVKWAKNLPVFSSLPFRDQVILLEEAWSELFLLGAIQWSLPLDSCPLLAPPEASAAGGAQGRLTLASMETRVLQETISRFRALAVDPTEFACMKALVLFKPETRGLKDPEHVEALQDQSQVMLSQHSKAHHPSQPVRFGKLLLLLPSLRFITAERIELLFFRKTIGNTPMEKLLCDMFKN
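System: GST-NR2E3 and biotin-RetCOR proteins; probe or stimulus: 7 nM biotin-RetCOR; doses: compound at 4.8 µM, single dose; schedule: Compound–protein incubation for 5 h at 4 °C; detection: time-resolved FRET; read-out: percent inhibition; controls: biotin wells as high control, 0.6% DMSO wells as low control; format: 1536-well plates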
NR2E3 ag-2: activates human NR2E3 receptor | CHO-S Gal4-NCOR/VP16-NR2E3 two-hybrid, luciferase | inhibition of corepressor binding, % at 3.98 µM | actives 0.35% (n = 360,000) | AID 602229;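 active = inhibition above the mean of all tested compounds plus 3 SD, cut at about 70% in these data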;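 also: 0% = DMSO with NR2E3 transfected cells and 100% = cells lacking NR2E3 construct; higher means lower luciferase signal from less NR2E3 corepressor binding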
Shn3 3UTR inh: reduces Shn3 3'UTR luciferase signal in osteoblasts; actives 0.52% (n = 360,000); Clone20 osteoblast Shn3 3'UTR firefly luciferase, 24 h; inhibition, % at 12.5 µM;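 active = mean inhibition of at least 75% with every replicate also reaching 75%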;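 also: 0% = median of neutral control wells and 100% = pilot-screen positive control compound; some compounds past the cut are filed as inactive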
PDI turbidity: PDI (human) enzyme inhibition; P07237; PDI insulin aggregation turbidity, A650, 90 min; inhibition, % at 10 µM; actives 0.052% (n = 350,000); AID 588391;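 active = mean inhibition across replicates of 30% or more, whatever share of single replicates reach that level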;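 also: absorbance from insulin aggregation driven by PDI reduction with DTT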
Target sequence (P07237 whole entry, looked up): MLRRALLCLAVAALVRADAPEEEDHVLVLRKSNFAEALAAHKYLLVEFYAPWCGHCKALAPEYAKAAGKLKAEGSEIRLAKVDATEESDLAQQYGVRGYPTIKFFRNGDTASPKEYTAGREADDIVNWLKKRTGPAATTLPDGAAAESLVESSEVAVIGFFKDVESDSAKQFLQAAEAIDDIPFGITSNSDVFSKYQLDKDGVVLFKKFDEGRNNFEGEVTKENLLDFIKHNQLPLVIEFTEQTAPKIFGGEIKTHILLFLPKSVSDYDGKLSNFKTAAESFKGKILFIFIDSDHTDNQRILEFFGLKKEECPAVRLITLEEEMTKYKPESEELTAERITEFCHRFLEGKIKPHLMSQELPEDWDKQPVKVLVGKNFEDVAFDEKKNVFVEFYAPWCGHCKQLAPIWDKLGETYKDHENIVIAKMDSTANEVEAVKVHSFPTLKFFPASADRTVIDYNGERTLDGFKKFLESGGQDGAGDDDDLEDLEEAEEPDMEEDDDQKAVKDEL
HIF-2a inh: HIF-2a inhibition | 786-0 RCC cells HIF-2a reporter, luciferase luminescence, overnight | inhibition, % at 18.8 µM | actives 0.72% (n = 360,000) | AID 624352;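 active = inhibition of the luminescence signal of 40% or more relative to plate controls, in a single-dose primary screen at 18.75 µM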
Peg3 prom inh: reduces Peg3 promoter-driven luciferase expression in HeLa. HeLa PEG-Prom luciferase reporter, luminescence, overnight. AID 588405. actives 1.7% (n = 360,000). inhibition, % at 20 µM;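 active = inhibition of at least 50% at 20 µM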
CF NFkB inh: blocks PAF-induced NF-kB reporter in cystic fibrosis cells. actives 0.86% (n = 360,000). KKLEB NF-kB-GFP reporter, GFP fluorescence overnight. inhibition, % at 5 µM;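 active = at least 50% inhibition at 5 µM, scaled per plate between neutral and stimulator controls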;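 also: PAF is a Pseudomonas aeruginosa culture filtrate used as stimulus; plate controls were PAF-stimulated DMSO wells for no effect and unstimulated DMSO wells for full effect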
MITF TRPM1 inh: reduces MITF-dependent TRPM1 promoter luciferase signal; SK-MEL-5 TRPM1 promoter luciferase, 24 h; actives 0.83% (n = 330,000); AID 488899; inhibition, % at 12.5 µM;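 active = mean inhibition across replicates of 60% or more, whatever share of single replicates reaches that level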; also: values of inactives mirror those of a sister screen read the other way
CaV13 FRET inh: Disruptors of the CACNA1D IQ motif to Ca2+-dependent inactivation inhibitor domain association, primary screening, Förster resonance energy transfer in intact living … | inhibition, % at 12.3 µM | HEK cells, CFP/YFP FRET ICDI-IQ, plate reader, 10 min; percent FRET-ratio fall versus neutral wells | actives 0.098% (n = 340,000) | AID 743397;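 active = mean replicate inhibition of at least 30% and at least 1% of replicates passing that level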;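 also: 0% = median of the neutral control wells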
KKLEB cytotox: CF airway cell cytotoxicity counter-screen; KKLEB CF airway cells viability, ATPlite luminescence, overnight; active compounds read low; cells stimulated with P. aeruginosa culture filtrate; activity change (cytotoxicity), % at 5 µM; actives 0.36% (n = 360,000);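 active = corrected activity change at or below -50% at 5 µM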
Numbers without * were called inactive; / = no result given.

SMILES	Vif inh	NR2E3 ag-1	NR2E3 ag-2	Shn3 3UTR inh	PDI turbidity	HIF-2a inh	Peg3 prom inh	CF NFkB inh	MITF TRPM1 inh	CaV13 FRET inh	KKLEB cytotox
Cc1ccc(S(=O)(=O)C/N=C(/NC(=S)N(c2ccccc2)c2ccccc2)c2ccccc2)cc1	10	1	4	-12	3	-18	-15	-5	3	-9	12
COCCn1nnnc1CN1CCN2CCCC2C1 (configuration not stated)	-3	5	-10	-1	-5	-9	5	10	10	-9	-2
O=c1c2ccccc2nc(/C=C/c2cc(Br)ccc2O)n1CCO	-4	-3	14	5	12	28	23	4	4	-5	-4
CCOc1ccccc1OCCN1CCCC1	-2	-1	11	-8	9	20	-1	9	6	-5	9
CCc1nc2c(OCc3ccc(C(F)(F)F)cc3)cccn2c1N(C)C(=O)CC(C)C	-5	/	14	17	-4	-2	16	12	/	-4	-1
CC(=O)OC1(C(C)=O)CCC2C3CC(Cl)C4=CC(=O)CCC4(C)C3CCC21C (configuration not stated)	0	/	5	-15	-9	7	1	48	-10	-7	10
COc1cccc(NC(=O)/C=C/c2ccc(S(=O)(=O)N3CCOCC3)cc2)c1	1	2	4	4	6	-59	-41	-19	-9	-5	7
O=C(COC(=O)Cc1ccc(Br)cc1)NC1CCCCC1	-5	-4	-2	21	-16	25	-9	8	-4	-3	4
CC(=O)NC(NC(C)=O)c1cccc(OCc2ccccc2)c1	-1	4	1	-3	2	9	11	4	-7	-3	17
Cc1cccn2cc(-c3cccc(S(=O)(=O)N4CCOCC4)c3)nc12	-15	0	3	-19	2	-2	-3	7	1	-5	-1
O=C(COc1ccccc1)N(Cc1cc2ccccc2[nH]c1=O)CC1CCCO1 (configuration not stated)	6	1	5	2	-2	10	-3	6	5	-4	6
NC(=O)c1nc(C(=O)N2CCN(c3ccccc3)CC2)c2ccccc2n1	0	-1	29	5	-4	11	15	-11	/	-6	1
CC(C)CNC(=O)C1Nc2ccccc2C2C=CCC12 (configuration not stated)	-2	-5	-30	-14	1	-26	-33	-12	-1	-4	22
O=C(OCC#CCSc1nc2ccccc2o1)c1cc2ccccc2o1	-10	2	-15	-18	-2	-69	-42	8	-25	/	3
CCN1CCCC1CNc1ncnc2c1[nH]c1ccc(Cl)cc12 (configuration not stated)	-5	1	-31	-14	1	-18	-10	-5	-20	-5	-24
COc1cc(C(=O)N2CCN(C3CCC(C)CC3)CC2)cc(OC)c1OC (configuration not stated)	10	2	-32	4	3	21	1	4	-1	-2	-15
COc1ccc(CC(=O)NCC(=O)NC(Cc2ccccc2)C(=O)O)cc1 (configuration not stated)	7	-1	-18	-24	5	12	2	9	-8	-1	-1
O=C(OCCOc1ccccc1Cl)c1cc(S(=O)(=O)N2CCCCC2)ccc1N1CCOCC1	-3	/	1	47	-3	-3	35	8	11	-6	-4
CC1(C)OC(=O)N(Cc2ccco2)C1(C)O (configuration not stated)	11	-2	-11	-33	-2	0	5	0	-3	/	0
COC(=O)c1ccc(NS(=O)(=O)c2ccc(Cl)cc2)o1	4	2	-8	7	4	13	6	-16	3	-2	20
COCCCNC(=O)c1ccc(Cn2c(=O)c3ccccc3n(CC(=O)NCc3ccco3)c2=O)cc1	1	-3	-20	0	0	14	8	3	14	-14	-5
O=c1cc(SCc2ccc(Cl)cc2Cl)nc[nH]1	-4	/	-28	-15	6	-18	-7	12	1	-9	-2
Cc1ccc2ccc(C)[n+](CCCS(=O)(=O)[O-])c2c1	1	5	19	-5	0	9	19	1	-9	-4	-7
Cc1cc(Cl)ccc1Oc1nc(-c2ccc(F)cc2)ccc1C#N	-4	-2	11	14	-1	7	29	-4	9	-4	-18

Retrieved one by one from the entries so far, three records:
SMILES	Vif inh	NR2E3 ag-1	NR2E3 ag-2	Shn3 3UTR inh	PDI turbidity	HIF-2a inh	Peg3 prom inh	CF NFkB inh	MITF TRPM1 inh	CaV13 FRET inh	KKLEB cytotox
CC(=O)NC(NC(C)=O)c1cccc(OCc2ccccc2)c1	-1	4	1	-3	2	9	11	4	-7	-3	17
CC(C)CNC(=O)C1Nc2ccccc2C2C=CCC12 (configuration not stated)	-2	-5	-30	-14	1	-26	-33	-12	-1	-4	22
CC(=O)OC1(C(C)=O)CCC2C3CC(Cl)C4=CC(=O)CCC4(C)C3CCC21C (configuration not stated)	0	/	5	-15	-9	7	1	48	-10	-7	10

Further records.
SMILES	Vif inh	NR2E3 ag-1	NR2E3 ag-2	Shn3 3UTR inh	PDI turbidity	HIF-2a inh	Peg3 prom inh	CF NFkB inh	MITF TRPM1 inh	CaV13 FRET inh	KKLEB cytotox
CCN1CCN(C(=S)NCC(C)C)CC1	3	2	1	-15	7	20	-5	-11	-8	-5	-8
COc1ccccc1NNC(=O)c1cccnc1Oc1ccccc1	-3	-2	-4	3	0	13	18	20	3	-13	-26
CC(C)Cc1nc2ccccc2[nH]1	13	-3	-12	5	8	6	7	8	3	-4	-1
COc1ccc(Nc2cc(C(=O)NC3CCCC3)c3ccccc3n2)c(OC)c1	-4	-3	0	19	0	-26	-22	0	-1	-3	6
COc1ccc(-n2c(COc3ccc(C)cc3)n[nH]c2=S)cc1	24	9	-39	-3	16	18	14	0	15	-5	5
CCC(C)[C@H](NC(=O)OC(C)(C)C)C(=O)N/N=C/c1ccc2nccnc2c1 (some centres not stated)	1	-3	14	16	-4	9	14	-7	-2	-8	4
O=C(CCNC(=O)Cn1cnc2ccccc2c1=O)NCCC1=CCCCC1	2	5	-1	-2	7	8	7	-18	5	1	-2
O=C(O)c1ccc(COCC(F)(F)F)cc1	9	0	-5	-6	-4	-5	10	12	5	-6	1
Oc1ccc(Cl)cc1Nc1nc(NCC2CCCO2)c2ccccc2n1 (configuration not stated)	-9	1	19	51	10	-25	7	-40	-1	-11	-14
CC(C)(C)OC(=O)C[C@H]1C/C=C\C[C@@H](CC(=O)N[C@@H](CO)Cc2ccccc2)C(=O)NC[C@H](c2ccccc2)OC1=O	5	/	1	-13	-7	5	13	-25	6	-6	4
COc1ccc(N2CCN(c3nc(C)c(C)c(=O)[nH]3)CC2)cc1	1	1	5	-5	-4	6	12	13	2	-5	-4
CC(CCCCCCCCC(=O)O)N(CCO)C(=O)OC(C)(C)C (configuration not stated)	5	0	-7	-6	0	7	-1	4	6	-6	1
COc1ccccc1C(CNc1nc(C(F)(F)F)nc2ccccc12)N(C)C (configuration not stated)	1	2	-12	25	6	9	0	18	-14	-3	-12
Cc1cccc(NS(=O)(=O)c2ccc(C(C)(C)C)cc2)n1	-4	2	-3	11	2	11	11	2	-2	-5	-13
CN(C)S(=O)(=O)c1cccc(NC(=S)N2CCc3ccccc32)c1	-6	5	-5	15	-2	-36	-5	12	3	4	5
FC(F)(F)c1cccc(CN2CCCCCC2)c1	25	0	2	-1	-3	6	14	17	5	-7	-4
O=C(CCC(=O)N1CCN(S(=O)(=O)c2cccc(F)c2)CC1)c1cccs1	9	0	-34	4	6	11	16	-5	9	-6	-6
COc1ccc(C(=O)Nc2sc3c(c2C(=O)NCc2ccco2)CCCC3)cc1OC	/	3	-28	0	-12	4	21	21	0	-6	-3
Cc1cccc(NC(=O)CSc2nc3ccccc3c(=O)n2CC2CCCO2)c1 (configuration not stated)	0	/	-38	4	2	10	14	10	8	-6	-9
Fc1ccccc1N1CCN(C(c2ccncc2)c2nnnn2C2CCCC2)CC1 (configuration not stated)	2	3	-44	-15	1	-67	-20	20	-12	-8	9
Cc1ccnc(SCC(=O)N2CCC(C(N)=O)CC2)n1	4	0	-42	-9	-3	25	-2	-5	4	-5	-8
COc1cc(NC(=O)CN(C)Cc2cccc(F)c2)c(C)cc1[N+](=O)[O-]	1	0	-27	12	3	-9	10	-18	-14	2	0
Cc1ccc(C(=O)NCC(=O)Nc2ccc(Cl)cc2)s1	-9	/	-19	-12	-55	-6	-14	2	-12	-4	14
COc1ccc(NC(=S)N2CCN(S(=O)(=O)c3ccc(F)cc3)CC2)cc1OC	3	1	-5	-9	-10	11	12	-9	2	-2	-1
Cc1ccc(S(=O)(=O)N2CCN(Cc3cc(C(C)C)ccc3O)CC2)cc1	-3	1	-1	13	1	17	15	5	-1	-4	-8
CCc1ccc(CCC(=O)N2CCN(S(=O)(=O)c3sc(C(=O)O)c(C)c3C(=O)O)CC2)cc1	23	/	14	-8	3	6	11	-2	4	-3	5
CCOC(=O)c1sc(NC(=O)c2c(CC)noc2C)nc1C	-4	2	-7	11	12	-19	0	-22	-13	-5	1
COc1ccc(NS(=O)(=O)c2ccc(OCC(=O)N3CCOCC3)cc2)cc1Cl	/	1	10	42	4	7	14	-13	17	/	1
COc1ccc(S(=O)(=O)Oc2ccc3cccc(N)c3c2)cc1	-2	-4	-22	/	1	-35	-24	14	/	-20	-2
N#Cc1c(OCC(=O)c2ccccc2)nc2c(c1-c1ccco1)CCc1ccccc1-2	-4	-1	-15	-2	-1	-2	17	19	3	-8	3
Cc1ccccc1N1CCN(C2CCCN(C(=O)CCC(F)(F)F)C2)CC1 (configuration not stated)	0	0	-17	-3	-4	14	10	7	7	-6	3
